MCF10A rereplic: DNA re-replication induction in MCF 10a cells; Potency, µM (doses to about 46.1 µM), without a hit: top-dose activity, positive = re-replication, hits mostly activators; 350,000 compounds, 2.9% hits; MCF 10A DNA re-replication, Hoechst nuclear intensity, 48 h; AID 624296; note: potency is the fitted concentration of half-maximal effect; % of control where 0% means no effect; nearly all actives have a fitted effect of over 50% in size
HT1080NT lethal: kills 2HG-producing HT-1080-NT fibrosarcoma cells; AID 686970; Potency, µM (series often up to 46.1 µM), for inactives: at the top dose activity, negative = less viability, hits mostly cytotoxic; HT-1080-NT fibrosarcoma viability, CellTiter-Glo ATP luminescence, 48 h; 360,000 compounds, 1.6% hits;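 note: NT is the 2HG producing partner of a matched IDH1 knockdown line; potency is the fitted concentration of half-maximal effect; 0% = DMSO-treated cells and -100% = media-only wells without cells; nearly all actives have a fitted effect of over 55% in size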
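Luminescent CellTiter-Glo readout after 48 hours of compound exposure at 37 degrees C defined viability of HT-1080-NT cells. Activity was normalized to DMSO wells and cell-free media wells; concentration-response curves were fitted and assigned curve classes.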
D3 ag: D3 dopamine receptor (human) agonism; D3R DiscoveRx beta-arrestin cells, luminescence, 90 min; max activation, %; 410,000 compounds, 0.58% hits; AID 652048; in the data active = max activation above about 30%; note: 0% is about no effect; mostly tested at two doses, the higher about 12 µM
Target sequence (P35462 whole entry, looked up): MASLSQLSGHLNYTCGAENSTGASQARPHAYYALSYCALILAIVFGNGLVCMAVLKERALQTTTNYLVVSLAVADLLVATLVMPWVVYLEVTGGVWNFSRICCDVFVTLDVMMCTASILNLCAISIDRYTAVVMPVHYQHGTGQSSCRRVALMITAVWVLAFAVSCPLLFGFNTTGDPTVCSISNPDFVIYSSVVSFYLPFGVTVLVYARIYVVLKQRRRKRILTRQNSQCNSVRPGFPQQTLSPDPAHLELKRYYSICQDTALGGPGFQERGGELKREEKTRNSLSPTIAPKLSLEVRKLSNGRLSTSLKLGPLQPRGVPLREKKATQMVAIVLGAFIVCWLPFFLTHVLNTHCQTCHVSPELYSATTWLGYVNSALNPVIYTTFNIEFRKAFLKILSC
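Cells at 1500/well, incubated overnight, then treated with pinned compounds (dopamine as control) for 90 min at 37 degrees C. DiscoveRx reagent added for 30 - 60 minutes at room temperature; luminescence read.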
GLP1R cytotox: cytotoxicity in counter-screen for GLP-1R inverse agonists | HEK293 cAMP-luciferase reporter cells, luminescence, 24 h | Potency, µM (highest dose often 38.3 µM), without a hit: at the top dose activity change, negative = inhibition, most hits filed as inhibitors | 410,000 compounds, 0.13% hits | AID 624418;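 note: loss of luciferase light is scored as toxicity; potency is the fitted concentration of half-maximal effect; % is set by controls: 0 for no effect and ±100 for the full control effect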
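Quantitative HTS format, 1536 wells, 200 cells/uL seeded. Compounds: 23 nL, 24 h, 37 °C. Detection: luciferase reagent, luminescence at 12 min RT; decreased signal taken as cytotoxic.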
KB-V1 cytotox: kills drug-selected multidrug resistant KB-V1 cells; 400,000 compounds, 3.4% hits; Potency, µM (series often up to 46.1 µM), inactives show at the top dose activity change, negative = cytotoxicity, most hits filed as cytotoxic; KB-V1 MDR cells viability, CellTiter-Glo, 72 h; note: potency is the fitted concentration of half-maximal effect; % is set by controls: 0 for no effect and ±100 for the full control effect; nearly all actives have a fitted effect of over 60% in size
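Cytotoxicity via CellTiter-Glo luminescence after 72 h compound exposure at 37 degrees C. Cells: drug-selected KB-V1 line, DMEM phenol-red free plus 10% FBS. Compounds tested at multiple concentrations; normalized data fitted to concentration-effect curves.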
HT1080 IDH1KD tx: toxicity to HT-1080 IDH1 knockdown cells (counter line); 360,000 compounds, 2% hits; HT-1080 IDH1 knockdown viability, ATP luminescence, 48 h; AID 686971; Potency, µM (doses to about 46.1 µM), for the others: top-dose activity, negative = toxicity, usual class: cytotoxic;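 note: potency is the fitted concentration of half-maximal effect; 0% = DMSO wells and -100% = cell-free medium wells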
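Cytotoxicity counter-line: IDH1KD HT-1080, 48 h, CellTiter-Glo. Curves classed by r2, magnitude and activity.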
IL-1B inflam inh: blocks inflammasome-driven IL-1 beta release; AID 743279; activity change, % at 57.5 µM; THP-1 LPS/ATP IL-1B secretion, AlphaLISA, 16 h; active compounds read low; 360,000 compounds, 4.7% hits; in the data active = activity change below about -50%; inconclusive = mostly about -30% to -49%; note: % is set by controls: 0 for no effect and ±100 for the full control effect
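THP-1 cells pretreated 1 hr with compounds (up to 57.5 uM final), then stimulated with LPS (250 ng/mL final) plus ATP (1.25 mM final); secreted IL-1B measured by AlphaLISA after 16 hr, decreased signal indicating inhibition.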
SW480 rereplic: DNA re-replication induction in SW480 cells; 340,000 compounds, 1.8% hits; Potency, µM (titrated, usually from 46.1 µM), for inactives: at the highest dose re-replication activation, most hits filed as activators; AID 624297; SW480 DNA re-replication, Hoechst DNA content imaging, 48 h; note: potency is the fitted concentration of half-maximal effect; % of control where 0% means no effect; nearly all actives have a fitted effect of over 55% in size
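Image-based DNA-content assay: after two days of treatment, nuclei were labelled with the DNA dye Hoechst and imaged, and hits were compounds raising the count of nuclei showing high fluorescence intensity.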
KB-3-1 cytotox: kills parental KB-3-1 adenocarcinoma cells; KB-3-1 viability, CellTiter-Glo ATP luminescence, 72 h; 400,000 compounds, 1.4% hits; AID 1347075; Potency, µM (series often up to 46.1 µM), inactives show at the highest dose activity change, negative = cytotoxic, hits mostly cytotoxic; note: potency is the fitted concentration of half-maximal effect; % is set by controls: 0 for no effect and ±100 for the full control effect; nearly all actives have a fitted effect of over 60% in size
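Screening of KB-3-1 cells (DMEM, 10% FBS, phenol-red free) ran from lowest to highest compound concentration; after 72 h at 37 °C viability was read luminescently and curves fitted.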
* marks the source's active call; other numbers are inactive results; [ ] = remark or other dose. Unless noted, calls come from the whole dose curve; as a rule, active = well fitted curve in the direction sought with a large enough effect; inconclusive = small, poorly fitted or top-dose-only effect, or another doubt; inactive = no such curve, though single readings can be large; an effect the other way counts as inactive or inconclusive.

How did CCc1nnc(NC(=O)CSc2nc3cc4c(cc3cc2CC)OCCO4)s1 do in these assays?
MCF10A rereplic: inconclusive; HT1080NT lethal: 6%; D3 ag: -10; GLP1R cytotox: 5%; KB-V1 cytotox: 6%; HT1080 IDH1KD tx: 11%; IL-1B inflam inh: -19; SW480 rereplic: -4%; KB-3-1 cytotox: 0%

How did Cn1c(=O)c2[nH]c(CCCc3nc4ccccc4[nH]3)nc2n(C)c1=O do in these assays?
MCF10A rereplic: 1%; HT1080NT lethal: 3%; D3 ag: -2; GLP1R cytotox: 6%; KB-V1 cytotox: 5%; HT1080 IDH1KD tx: 1%; IL-1B inflam inh: 8; SW480 rereplic: -4%; KB-3-1 cytotox: -17%

What do the screens show for `O=C(Nc1nnc(-c2ccc(Cl)cc2)o1)NC1CCCCC1`?
MCF10A rereplic: 3%; HT1080NT lethal: 19%; D3 ag: 6; GLP1R cytotox: -1%; KB-V1 cytotox: 0%; HT1080 IDH1KD tx: 16%; IL-1B inflam inh: -16; SW480 rereplic: 4%; KB-3-1 cytotox: -1%

What do the screens show for `COc1ccc(-c2sc3ccccc3c2/C=C/c2ccc(N)cc2)cc1`?
MCF10A rereplic: inconclusive; HT1080NT lethal: -21%; D3 ag: -18; GLP1R cytotox: 24%; KB-V1 cytotox: 9%; HT1080 IDH1KD tx: -8%; IL-1B inflam inh: 21; SW480 rereplic: -3%; KB-3-1 cytotox: -3%

How did O=C1c2ccccc2C(=O)N1Cc1cc(Cl)c(O)c([N+](=O)[O-])c1 do in these assays?
MCF10A rereplic: -2%; HT1080NT lethal: -7%; D3 ag: -7; GLP1R cytotox: -5%; KB-V1 cytotox: -2%; HT1080 IDH1KD tx: -22%; IL-1B inflam inh: 17; SW480 rereplic: -4%; KB-3-1 cytotox: -3%

What do the screens show for `Cc1cc(C)c2ccc(C)[n+]([O-])c2c1O`?
MCF10A rereplic: -1%; HT1080NT lethal: 10%; D3 ag: 15; GLP1R cytotox: 0%; KB-V1 cytotox: -29%; HT1080 IDH1KD tx: 14%; IL-1B inflam inh: -13; SW480 rereplic: -7%; KB-3-1 cytotox: 1%

How did O=C(O)c1ccc(OS(=O)(=O)c2cccc(C(F)(F)F)c2)cc1 do in these assays?
MCF10A rereplic: 3%; HT1080NT lethal: 7%; D3 ag: 0; GLP1R cytotox: -4%; KB-V1 cytotox: inconclusive; HT1080 IDH1KD tx: 0%; IL-1B inflam inh: 42; SW480 rereplic: -1%; KB-3-1 cytotox: 2%

What do the screens show for `Cc1ccccc1NC(=O)C(=O)NCCc1ccccc1`?
MCF10A rereplic: inconclusive; HT1080NT lethal: 26%; D3 ag: 6; GLP1R cytotox: 6%; KB-V1 cytotox: inconclusive; HT1080 IDH1KD tx: 18%; IL-1B inflam inh: -10; SW480 rereplic: 1%; KB-3-1 cytotox: 13%

Results for O=C(c1ccc(NS(=O)(=O)c2ccc(F)cc2)cc1)N1CCC1 ?
MCF10A rereplic: -4%; HT1080NT lethal: 3%; D3 ag: -14; GLP1R cytotox: 3%; KB-V1 cytotox: 26%; HT1080 IDH1KD tx: 4%; IL-1B inflam inh: 9; SW480 rereplic: -5%; KB-3-1 cytotox: -3%

Results for Cc1cc(C(=O)O)cc(Br)c1N ?
MCF10A rereplic: -4%; HT1080NT lethal: 3%; D3 ag: 5; GLP1R cytotox: 24%; KB-V1 cytotox: 8%; HT1080 IDH1KD tx: 12%; IL-1B inflam inh: 13; SW480 rereplic: 2%; KB-3-1 cytotox: 12%

Results for COc1cc(OC)cc(C(=O)N[C@H](C(=O)Nc2c(C)n(C)n(-c3ccccc3)c2=O)C(C)C)c1 ?
MCF10A rereplic: -3%; HT1080NT lethal: 6%; D3 ag: 5; GLP1R cytotox: -16%; KB-V1 cytotox: 14%; HT1080 IDH1KD tx: 2%; IL-1B inflam inh: -3; SW480 rereplic: inconclusive; KB-3-1 cytotox: 9%

How did COc1ccc(/C=C2\Sc3ccc(C(=O)NCC4CCCO4)cc3N(C)C2=O)cc1 (configuration not stated) do in these assays?
MCF10A rereplic: 23µM*; HT1080NT lethal: inconclusive; D3 ag: 0; GLP1R cytotox: -21%; KB-V1 cytotox: -8%; HT1080 IDH1KD tx: -7%; IL-1B inflam inh: 7; SW480 rereplic: 23µM*; KB-3-1 cytotox: 16%

What do the screens show for `O=C(O)Cn1nnn(-c2ccccc2)c1=S`?
MCF10A rereplic: 9%; HT1080NT lethal: 12%; D3 ag: 3; GLP1R cytotox: 17%; KB-V1 cytotox: 18%; HT1080 IDH1KD tx: 3%; IL-1B inflam inh: 18; SW480 rereplic: -9%; KB-3-1 cytotox: -8%

Results for COc1ccc(-c2nnc(CSc3nc4ccccc4c(=O)n3CC3CCCO3)o2)cc1OC (configuration not stated) ?
MCF10A rereplic: -20%; HT1080NT lethal: 17%; D3 ag: -5; GLP1R cytotox: 2%; KB-V1 cytotox: -8%; HT1080 IDH1KD tx: 14%; IL-1B inflam inh: 11; SW480 rereplic: -79%[inhibitor]; KB-3-1 cytotox: 8%

What do the screens show for `COc1ccc(C(=O)NCc2nnc(SCC(=O)N3CCOCC3)o2)cc1OC`?
MCF10A rereplic: 5%; HT1080NT lethal: 7%; D3 ag: 0; GLP1R cytotox: 5%; KB-V1 cytotox: 0%; HT1080 IDH1KD tx: 1%; IL-1B inflam inh: 15; SW480 rereplic: -4%; KB-3-1 cytotox: 11%

Results for O=C(OC1CCN(c2ncc(C(F)(F)F)cc2Cl)CC1)c1cccc(C(F)(F)F)c1 ?
MCF10A rereplic: -181%[0.0737 µM]; HT1080NT lethal: 5%; D3 ag: -5; GLP1R cytotox: inconclusive; KB-V1 cytotox: 16%; HT1080 IDH1KD tx: 8%; IL-1B inflam inh: -5; SW480 rereplic: -5%; KB-3-1 cytotox: 7%

How did COc1ccc(CCNC(=O)CCc2cc(OC)c(OC)c(OC)c2)cc1OC do in these assays?
MCF10A rereplic: -4%; HT1080NT lethal: 9%; D3 ag: -3; GLP1R cytotox: 2%; KB-V1 cytotox: 7%; HT1080 IDH1KD tx: 5%; IL-1B inflam inh: 14; SW480 rereplic: -5%; KB-3-1 cytotox: 4%

How did OCC[C@H]1C[C@H](O)[C@@H](O)[C@]2(OCCc3ccccc32)O1 do in these assays?
MCF10A rereplic: inconclusive; HT1080NT lethal: 6%; D3 ag: 5; GLP1R cytotox: 27%; KB-V1 cytotox: inconclusive; HT1080 IDH1KD tx: 1%; IL-1B inflam inh: 42; SW480 rereplic: inconclusive; KB-3-1 cytotox: 10%

Results for CCn1c(NC(=O)C(C)C)c(-c2ccccc2)c(=O)c2ccccc21 ?
MCF10A rereplic: 1%; HT1080NT lethal: 7%; D3 ag: 2; GLP1R cytotox: -3%; KB-V1 cytotox: 16%; HT1080 IDH1KD tx: 5%; IL-1B inflam inh: -9; SW480 rereplic: -5%; KB-3-1 cytotox: -1%

What do the screens show for `CC(Sc1nncs1)C(=O)NCc1ccc2c(c1)OCO2` (configuration not stated)?
MCF10A rereplic: -1%; HT1080NT lethal: 4%; D3 ag: -1; GLP1R cytotox: -6%; KB-V1 cytotox: 0%; HT1080 IDH1KD tx: -3%; IL-1B inflam inh: 4; SW480 rereplic: -4%; KB-3-1 cytotox: 0%

Results for Cc1cccc(C(=O)N2CCCC(N3CCN(Cc4ccc5c(c4)OCO5)CC3)C2)n1 (configuration not stated) ?
MCF10A rereplic: 8%; HT1080NT lethal: 0%; D3 ag: -6; GLP1R cytotox: 2%; KB-V1 cytotox: -19%; HT1080 IDH1KD tx: 3%; IL-1B inflam inh: 15; SW480 rereplic: 10%; KB-3-1 cytotox: -3%

Results for Cc1cc(C)nc(SCC(=O)OCC(=O)Nc2ccccc2)n1 ?
MCF10A rereplic: 6%; HT1080NT lethal: 12%; D3 ag: 6; GLP1R cytotox: -10%; KB-V1 cytotox: inconclusive; HT1080 IDH1KD tx: 8%; IL-1B inflam inh: 6; SW480 rereplic: 2%; KB-3-1 cytotox: 2%

How did CCN(CC)C(=O)[C@H]1C[C@H](CC(=O)NCc2ccco2)C(=O)N2CCc3c([nH]c4ccc(Cl)cc34)[C@]12C do in these assays?
MCF10A rereplic: inconclusive; HT1080NT lethal: -4%; D3 ag: -19; GLP1R cytotox: 2%; KB-V1 cytotox: -3%; HT1080 IDH1KD tx: -2%; IL-1B inflam inh: -5; SW480 rereplic: -23%; KB-3-1 cytotox: -1%

What do the screens show for `COCCCN1C(=O)c2ccc(C(=O)N3CCN(c4ccccc4OC)CC3)cc2C1=O`?
MCF10A rereplic: 0%; HT1080NT lethal: 0%; D3 ag: -3; GLP1R cytotox: 2%; KB-V1 cytotox: inconclusive; HT1080 IDH1KD tx: 0%; IL-1B inflam inh: 11; SW480 rereplic: 17%; KB-3-1 cytotox: 0%

Results for CSc1nc(NCC(C)C)c2c3c(sc2n1)CN(C)CC3 ?
MCF10A rereplic: 15%; HT1080NT lethal: -30%; D3 ag: -11; GLP1R cytotox: 31%[activator]; KB-V1 cytotox: 18µM*; HT1080 IDH1KD tx: inconclusive; IL-1B inflam inh: 3; SW480 rereplic: 6%; KB-3-1 cytotox: -7%

Of the compounds above, two have a CF3 group.
How did O=C(O)c1ccc(OS(=O)(=O)c2cccc(C(F)(F)F)c2)cc1 do in these assays?
MCF10A rereplic: 3%; HT1080NT lethal: 7%; D3 ag: 0; GLP1R cytotox: -4%; KB-V1 cytotox: inconclusive; HT1080 IDH1KD tx: 0%; IL-1B inflam inh: 42; SW480 rereplic: -1%; KB-3-1 cytotox: 2%

Results for O=C(OC1CCN(c2ncc(C(F)(F)F)cc2Cl)CC1)c1cccc(C(F)(F)F)c1 ?
MCF10A rereplic: -181%[0.0737 µM]; HT1080NT lethal: 5%; D3 ag: -5; GLP1R cytotox: inconclusive; KB-V1 cytotox: 16%; HT1080 IDH1KD tx: 8%; IL-1B inflam inh: -5; SW480 rereplic: -5%; KB-3-1 cytotox: 7%
